Mm-Cpn inhibitor: M. maripaludis TRiC chaperonin inhibition. Potency, µM (titrated, usually from 76.9 µM), inactives show top-dose activity, negative = inhibition, most hits filed as inhibitors. 330,000 tested, 0.031% active. AID 504842. purified Mm-Cpn ATPase, ADP Transcreener TR-FRET; also: potency is read from the fitted curve at half-maximal effect; % is scaled to controls: 0 for no effect and ±100 for the full control effect; nearly all actives have a fitted effect of over 80% in size
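Inhibition of chaperonin ATP hydrolysis is measured as reduced ADP production, detected by competitive TR-FRET in which signal falls with ADP. Final enzyme 25 nM and ATP 10 uM, reacted 30 min at 37°C.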
Abeta rescue: restores growth of yeast expressing A-beta42 peptide. yeast expressing A-beta42, growth rescue, OD600, 48 h; response scale: 0% DMSO, 100% iron-clioquinol control. Potency, µM (highest dose often 46.1 µM), inactives show top-dose growth rescue, most hits filed as activators. AID 1347071. 410,000 tested, 0.063% active; also: potency is read from the fitted curve at half-maximal effect; nearly all actives have a fitted effect of over 55% in size
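Yeast A-beta toxicity model in growth medium with pinned compounds, 48 h at 30 C; growth read as absorbance at 600 nm. Normalized to FeCl3/clioquinol equimolar mix (positive) and DMSO (negative).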
TDP43 rescue: inhibitors of TDP-43 toxicity in yeast. TDP-43 expressing yeast growth rescue, BacTiter-Glo, 24 h. Potency, µM (highest dose often 46.1 µM), for inactives: at the top dose growth rescue (activation), most hits filed as activators. 410,000 tested, 1.8% active; also: potency is read from the fitted curve at half-maximal effect; % of control where 0% means no effect; nearly all actives have a fitted effect of over 50% in size
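Cell-based yeast growth screen: TDP-43 expression induced in galactose, inoculum OD600=0.02 after raffinose pregrowth to mid-log. Read-out BacTiter-Glo luminescence at 24 hr, 30 deg C; inhibition of toxicity seen as signal increase.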
PTHR1 ag: PTHR1 (human) receptor agonism. HEK293 GP2 PTHR1 cells, GloSensor cAMP luminescence, 1 h. Potency, µM (titrated, usually from 115 µM), for the others: top-dose activation, actives largely listed as activators. 410,000 tested, 0.075% active. Q03431; also: potency is read from the fitted curve at half-maximal effect; nearly all actives have a fitted effect of over 55% in size; some results filed as inactive show a strong effect at the top dose; inactives centre near -15; many of its hits are not listed in these tables
Target sequence (Q03431 whole entry, looked up): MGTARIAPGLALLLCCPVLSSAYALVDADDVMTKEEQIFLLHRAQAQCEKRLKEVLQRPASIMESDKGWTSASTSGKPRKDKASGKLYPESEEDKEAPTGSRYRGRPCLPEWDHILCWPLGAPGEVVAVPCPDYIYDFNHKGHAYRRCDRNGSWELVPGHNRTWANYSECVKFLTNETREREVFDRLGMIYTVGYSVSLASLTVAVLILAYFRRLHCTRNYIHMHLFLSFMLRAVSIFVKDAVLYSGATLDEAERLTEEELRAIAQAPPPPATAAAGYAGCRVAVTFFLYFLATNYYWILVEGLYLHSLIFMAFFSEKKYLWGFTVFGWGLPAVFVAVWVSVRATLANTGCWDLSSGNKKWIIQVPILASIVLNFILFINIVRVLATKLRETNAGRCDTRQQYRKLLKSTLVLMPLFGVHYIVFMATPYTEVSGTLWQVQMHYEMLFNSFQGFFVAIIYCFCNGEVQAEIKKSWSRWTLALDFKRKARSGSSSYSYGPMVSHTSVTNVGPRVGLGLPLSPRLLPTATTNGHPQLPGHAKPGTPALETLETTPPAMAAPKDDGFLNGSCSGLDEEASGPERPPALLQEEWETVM
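HEK-293-derived GP2 cells expressing PTHR1 and a GloSensor cAMP reporter, 3,000/well, plated overnight, given luciferin plus IBMX (each 0.5 mM as added) for 1 h at 37 °C, then compound for 1 h at 37 °C. Luminescence was read after 15 min at room temperature.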
GLP-1R inv ag: GLP-1 receptor (human) inverse agonism; HEK293 GLP-1R CRE-luciferase, luminescence, 24 h; GLP-1R form is constitutively active; AID 624417; Potency, µM (doses to about 38.3 µM), for inactives: at the top dose activity change, negative = inhibition, actives largely listed as inhibitors; P43220; 410,000 tested, 1.6% active; also: potency is read from the fitted curve at half-maximal effect; % is scaled to controls: 0 for no effect and ±100 for the full control effect; nearly all actives have a fitted effect of over 55% in size
Target sequence (P43220 whole entry, looked up): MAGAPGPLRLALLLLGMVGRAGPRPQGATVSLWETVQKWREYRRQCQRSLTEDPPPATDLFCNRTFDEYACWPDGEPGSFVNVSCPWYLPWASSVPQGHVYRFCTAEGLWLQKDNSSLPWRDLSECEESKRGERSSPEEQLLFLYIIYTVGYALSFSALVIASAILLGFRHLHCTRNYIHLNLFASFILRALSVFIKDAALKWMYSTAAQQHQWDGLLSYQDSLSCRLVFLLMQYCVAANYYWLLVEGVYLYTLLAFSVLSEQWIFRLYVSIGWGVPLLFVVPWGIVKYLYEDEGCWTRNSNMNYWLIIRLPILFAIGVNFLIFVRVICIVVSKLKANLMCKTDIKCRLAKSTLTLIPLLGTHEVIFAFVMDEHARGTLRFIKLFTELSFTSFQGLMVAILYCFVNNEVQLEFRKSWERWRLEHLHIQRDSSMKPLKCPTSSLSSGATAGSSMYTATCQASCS
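Readout was luciferase luminescence, measured 12 min after detection reagent at room temperature. Beforehand, GLP-1R reporter HEK293 cells had sat 12 h, then received compounds for 24 hr at 37 deg C.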
aSyn yeast inh: inhibitors of alpha-synuclein toxicity in yeast; Yeast expressing alpha-synuclein, growth rescue, BacTiter-Glo, 24 h; Potency, µM (doses to about 46.1 µM), for the others: at the top dose growth rescue (activation), hits mostly activators; 370,000 tested, 0.14% active; AID 652106; also: potency is read from the fitted curve at half-maximal effect; % of control where 0% means no effect; nearly all actives have a fitted effect of over 65% in size
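Rescue of yeast growth: cells expressing toxic alpha-synuclein, induced in galactose at OD600 0.02, incubated with compound 24 h at 30 C. ATP luminescence quantified growth; inhibitors of toxicity appear as activators.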
FUS suppressor: suppressors of FUS proteinopathy in yeast. Potency, µM (top dose mostly 76.6 µM), for the others: at the highest dose growth rescue (activation), hits mostly activators. 390,000 tested, 0.24% active. S. cerevisiae FUS-expressing, growth rescue, OD600, 24 h. AID 1347120;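 also: potency is read from the fitted curve at half-maximal effect; plate controls were DMSO vehicle for no effect and reference control for full effect; nearly all actives have a fitted effect of over 55% in size; some results filed as inactive show a strong effect at the top dose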
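Quantitative HTS measuring growth restoration of FUS-toxic yeast. Galactose-induced cells (OD 0.005) were exposed 24hr at 30C to compounds at several concentrations, then absorbance at 600 nm was recorded.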
pAkt inh: blocks phosphorylation of Akt | Neuro2A IGF-stimulated pAkt S473 HTRF, 20 min; active compounds read low | 360,000 tested, 0.32% active | AID 651550 | activity change, % for hits at 50 µM; in the data active = activity change below about -80%; inconclusive = mostly about -51% to -80%; also: % is scaled to controls: 0 for no effect and ±100 for the full control effect
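Single-point screen (50 µM final compound) in Neuro2A cells stimulated 20 min with 6 nM IGF at 37 deg C. After lysis, Ser473-phosphorylated Akt read by HTRF (ex 330 nm, em 615/665 nm) as the 665/615 ratio.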
GLP1R cytotox: cytotoxic in the GLP-1 receptor inverse agonist counter-screen. HEK293 cAMP-luciferase reporter cells, luminescence, 24 h. Potency, µM (top dose mostly 38.3 µM), without a hit: at the top dose activity change, negative = inhibition, usual class: inhibitors. 410,000 tested, 0.13% active. AID 624418;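 also: loss of luciferase light is scored as toxicity; potency is read from the fitted curve at half-maximal effect; % is scaled to controls: 0 for no effect and ±100 for the full control effect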
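Cells in DMEM/10% Nu serum/1% pen-strep, 1536-well format. Pre-incubated 12 h, dosed with 23 nL compound, incubated a further 24 h. Luciferase detection, 12 min at room temp, luminescence.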
Numbers without * were called inactive; i = inactive; ? = inconclusive; · = not tested or not shown; & = joins results of further samples; [ ] = another dose, or the depositor's remark. Unless noted, calls follow the shape of the dose curve; as a rule, active = well fitted curve in the direction sought with a large enough effect; inconclusive = small, poorly fitted or top-dose-only effect, or another doubt; inactive = no such curve, though single readings can be large; an effect the other way counts as inactive or inconclusive. The list is partial (hit frequency here may not be typical).

SMILES,Abeta rescue,pAkt inh,FUS suppressor,TDP43 rescue,Mm-Cpn inhibitor,GLP1R cytotox,PTHR1 ag,GLP-1R inv ag,aSyn yeast inh
COc1ccccc1CN1CC(C(=O)NCc2nccn2C)CCC1=O (configuration not stated),9%,i,-16%,23%,1%,2%,i,1%,2%
Cc1onc(-c2c(F)cccc2Cl)c1C(=O)Nc1cccc(S(=O)(=O)NCc2ccco2)c1,2%,i,21%,20%,0%,-1%,-18%,?,1%
O=C1CCc2ccc(OCCCCN3CCN(c4cccc(Cl)c4Cl)CC3)cc2N1,-11%,i,-26%,9%,1%,3%,-30%,-4%,5%
CCc1cccc(CC)c1NC(=O)COC(=O)c1ccc2c(c1)S(=O)(=O)c1ccccc1C2=O,-6%,i,·,13%,-2%,-24%,?,-25%,-4%
O=C(c1ccc(-c2ccccc2Cl)o1)N1CCN(c2ccccc2O)CC1,15%,i,32%,22µM*,-3%,-12%,i,?,?
O=C(Nc1cc(C(F)(F)F)ccc1-n1cncn1)c1ccc(Cl)cc1,-15%,-91%*,10%,27%,1%,8%,i,1%,15%
O=CN1CCN(C2CC(=O)N(c3ccc(Br)cc3)C2=O)CC1 (configuration not stated),1%,i,5%,-11%,-1%,6%,-18%,2%,-8%
COc1ccc(C)cc1S(=O)(=O)NNc1nc(C)cc(C)n1,10%,i,-19%,2%,2%,-11%,-11%,3%,-4%
CC[C@@H]1[C@H]2CCCC(=O)N3CC[C@@H](C[C@@H]1Nc1ccccc1)[C@@H]23,-12%,i,2%,13%,0%,?,0%,-1%,-2%
COc1ccc(N(C(=O)C2CCCCC2)C2C=CS(=O)(=O)C2)c(OC)c1 (configuration not stated),16%,i,-1%,-7%,0%,-8%,0%[57.5 µM],5%,3%
O=[N+]([O-])c1ccc(C(O)CN=Cc2ccc(O)cc2O)cc1 (configuration not stated),-39%[inhibitor],i,13%,-3%,3%,-25%,i,-23%,-9%
CCOc1ccc(NC(=O)CC2Nc3cccc4cccc(c34)NC2=O)cc1 (configuration not stated),1%,·,44%,9%,·,1%,-5%,-11%,·
CC[C@]12c3[nH]c4cc(CCC(=O)N(C)C)ccc4c3CCN1C(=O)[C@@H](CC(=O)NCCN1CCOCC1)C[C@@H]2C(=O)N1CCN(C(=O)c2ccco2)CC1,3%,i,-19%,13%,1%,-3%,-21%,4%,2%
Cn1cccc1/C=C1\SC(=S)N(CC(=O)O)C1=O,-4%,i,·,10%,-3%,-9%,-5%,16%,1%
CCn1nc(C)c(CNC(=O)c2ccc(OC3CCN(Cc4ccccn4)CC3)cc2)c1C,-1%,i,·,-2%,-4%,3%,-31%[inhibitor],0%,2%
CCN(Cc1ccccc1)C(c1ccc(C(F)(F)F)cc1)c1nnnn1C(C)(C)C (configuration not stated),1%,i,3%,-8%,·,16%,i,8%,-17%
COc1ccc(N(C(=O)Cn2nnc3ccccc32)C(C(=O)NCc2ccccc2)c2ccc(F)cc2)cc1 (configuration not stated),-14%,·,7%,14%,·,17%,i,0%,·
O=C(NCC(c1ccco1)N1CCc2ccccc2C1)c1cccc(Br)c1 (configuration not stated),1%,i,21%,1%,-6%,21%,-14%,?,-4%
CCC/C(O)=C1\C(=O)CCCC1=NCCc1c(C)[nH]c2ccc(OC)cc12,4%,i,10%,-6%,0%,-11%,?,-28%,-4%
COCCNC(=O)C(=O)NNC(=O)c1ccccc1OC,8%,i,2%,-14%,3%,1%,12%,6%,-3%
CCOc1ccc(N(CC(=O)Nc2cc(C)ccc2C)S(=O)(=O)c2c(C)[nH]c(=O)[nH]c2=O)cc1,10%&-2%,i,18%&17%,11%&20%,0%,3%&11%,13%,10%&4%,1%
CCOC(=O)c1[nH]c(C)c(C(=O)N(C)C)c1C,-11%,i,7%,-20%,-2%,-14%,i,0%,0%
CC(C)C(=O)Nc1cccc(NC(=S)NC(=O)c2ccc3c(c2)OCO3)c1,2%,i,4%,-16%,0%,1%,i,28%,11%
COc1ccc(N=Cc2cccc(C)c2O)cc1Cl,-11%,i,8%,-5%,1%,0%,-24%,0%,-5%
COc1cccc(-n2cnnc2SCC(=O)NC2CC2)c1,2%,i,-7%,19%,-1%,-7%,i,-11%,4%
COc1cc(C2NC(=O)c3c(sc4c3CCN(C)C4)N2)cc(Br)c1OC(=O)c1ccc(C)cc1 (configuration not stated),-20%,·,33%,?,·,54%[activator],i,9%,·
COc1cc(-c2[nH]ncc2CN2CCN(Cc3cccs3)CC2)cc(OC)c1OC,12%,i,4%,5%,0%,0%[0.307 µM],i,4%[0.307 µM],1%
Cn1c(N2CCOCC2)nc2c1c(=O)n(Cc1ccc(Cl)c(Cl)c1)c(=O)n2C,-13%,i,15%,?,-2%,-15%,i,-7%,10%
COc1ccc(CNC(=O)C[C@H]2C(=O)N(c3ccccc3)C[C@@H]2Cc2ccccc2)cc1,7%,i,40%,20%,-4%,-7%,i,?,10%
COc1ccc(C)cc1S(=O)(=O)N(CC(=O)O)c1ccccc1,6%,i,-5%,-16%,-1%,3%,18%[57.5 µM],0%,-16%

Other entries
SMILES,Abeta rescue,pAkt inh,FUS suppressor,TDP43 rescue,Mm-Cpn inhibitor,GLP1R cytotox,PTHR1 ag,GLP-1R inv ag,aSyn yeast inh
COCCn1c(SCC(=O)Nc2ccccc2OC)nc2ccccc21,22%,i,16%,21%,0%,12%,-1%,-5%,16%
COc1ccc(NC(=O)COC(=O)c2ccc(N3CCCC3=O)cc2)cc1OC,-4%,i,17%,2%,0%,0%,-18%[57.5 µM],2%,-4%
Cc1[nH]c2ccccc2c1/C=N/NC(=O)CCC(=O)Nc1ccccc1,-14%,i,-1%,-16%,-2%,10%,-65%[inhibitor],?,1%
COC(=O)c1cc(=O)nc(NN=Cc2ccc(C)cc2)s1,-16%,i,-13%,18%,·,4%,i,17%,-5%
COc1cc(/C=N/NC(=O)CCN2CCCCC2)ccc1O,-1%,i,-8%,14%,-1%,-16%,-24%,-13%,-3%
CC(C)C(=O)Nc1ccc2c(c1)Cc1cc(NC(=O)C(C)C)ccc1-2,-10%,i,-15%,7%,1%,10%,-41%[inhibitor],13%,-6%
O=C(Cc1ccc(Cl)cc1)c1ccccc1,-1%,i,-10%,13%,·,2%,-37%[inhibitor],9%,-5%
O=C(OCc1ccccc1)N1CCC2CC1c1c2cccc1N1CCOCC1 (configuration not stated),-14%,i,39%,12%,·,4%,-17%,?,6%
CN(Cc1ccccc1)c1ccc(C(CC(N)=O)NC(=O)Cc2cccc3ccccc23)cc1[N+](=O)[O-] (configuration not stated),13%,i,?,31%,-3%,12%,-29%,11%,1%
Cc1ccc(N2CCN(C(=O)c3noc4c3COc3ccc(C)cc3-4)CC2)c(C)c1,-14%,·,-4%,4%,·,4%,-31%[inhibitor],-5%,6%
CCOC(=O)c1ccc(NC(=O)c2cn(-c3ccccc3)nc2-c2ccncc2)cc1,13%,i,19%,25%,-2%,-5%,-22%[57.5 µM],?,6%
Cc1ccc2oc(=O)cc(CN3CC(C)OC(C)C3)c2c1 (configuration not stated),·,i,-11%,9%,2%,-8%,i,6%,0%
CCOC(=O)c1c(C)c(C(=O)Nc2ccc3c(c2)OCO3)c(C)n1C,6%,i,21%,-6%,-2%,-17%,i,0%,2%
CN(C)C(CNc1ccc([N+](=O)[O-])cc1C#N)c1ccccc1 (configuration not stated),-6%,i,-1%,11%,-2%,0%,0%,8%,4%
NC(=O)C1CCN(C(=O)CNC(=O)c2ccc(Br)o2)CC1,13%,i,-13%,23%,-1%,1%,-32%,13%,0%
O=C1c2ccccc2S(=O)(=O)N1CCS(=O)(=O)c1ccc(F)cc1,-6%,i,3%,-18%,0%,2%,2%,73%[activator],2%
COCCCNC(=O)c1cccc(OC)c1OC,-4%,i,9%,-11%,-2%,-4%,-18%,32%,-5%
COc1cccc(-c2nnc(SCC(=O)N3CCc4ccccc43)o2)c1,0%,·,12%,23%,·,1%,-3%,-2%,·
COc1ccc(OCCN2CCN(C(=O)c3ccc(OC)cc3)CC2)cc1,8%,i,1%,6%,2%,-9%,-23%,-7%,-1%
CCCCN(CCCNC(=O)c1cc(Nc2ccccc2OC)nc2ccccc12)c1ccccc1,-6%,·,26%,20%,·,0%,-58%[inhibitor],-22%,·
COc1ccc(NC(=O)c2c(NC(=O)CNCC(C)C)sc3c2CCC3)c(OC)c1,-14%,i,22%,-15%,-1%,0%,1%,14%,-7%
O=C1CC(C(=O)Nc2ccccc2)S/C(=N\NC(=O)c2ccccc2Cl)N1 (configuration not stated),1%,i,-13%,9%,3%,-1%,i,6%,-8%
COCCOC(=O)c1c(C)n(S(=O)(=O)c2ccc(C)cc2)c2ccc(NS(=O)(=O)c3ccc(C)cc3)cc12,13%,·,43%,?,·,-14%,i,-20%,·
O=C1Cc2cc(NS(=O)(=O)c3ccc(F)cc3)cc3c2N1CCC3,9%,i,25%,-26%,2%,4%,i,6%,-1%
NC(=O)C1(N2CCCCC2)CCN(C2CC(=O)N(Cc3ccc(N4CCCC4=O)cc3)C2=O)CC1 (configuration not stated),-15%,i,17%,-19%,0%,1%,i,-1%,-2%
